Screening results deposited in PubChem BioAssay by several laboratories.
Cardiac RTF inh: cardiac RTF calcium desensitization. IANBD-labeled cardiac RTF, Ca2+ fluorescence. inhibition, % at 7.15 µM. 0.12% of 340,000 active. AID 493244;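 active = inhibition above the mean inhibition of all tested compounds plus 3 SD, cut at about 17% in these data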;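 note: assay run at fixed EC70 calcium of 1.6 mM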
LANA DNA inh: blocks KSHV LANA C-terminal domain binding to DNA | MBP-C-LANA/FAM-LBS DNA binding, fluorescence polarization | inhibition, % at 9 µM | 0.078% of 340,000 active;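 active = highest replicate inhibition at or above 60% at 9 µM, even if other replicates fall short; inactive = all replicates below 60% inhibition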;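 note: 0% = neutral control wells and 100% = 4 µM acridine orange control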
Keap1 Nrf2 FP: inhibitors of human Keap1-Nrf2 protein-protein interaction; Keap1 Kelch-Nrf2 peptide fluorescence polarization, 1536-well; Q14145; 0.15% of 340,000 active; AID 504523; inhibition, % at 9.4 µM; in the data active = inhibition above about 12%;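 note: human Keap1 Kelch domain with fluorescein labeled Nrf2 9mer peptide probe; 0% = neutral control wells and 100% = peptide positive control; higher means more block of Keap1 binding to Nrf2 peptide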
Target sequence (Q14145 whole entry, looked up, the tested form may be a part): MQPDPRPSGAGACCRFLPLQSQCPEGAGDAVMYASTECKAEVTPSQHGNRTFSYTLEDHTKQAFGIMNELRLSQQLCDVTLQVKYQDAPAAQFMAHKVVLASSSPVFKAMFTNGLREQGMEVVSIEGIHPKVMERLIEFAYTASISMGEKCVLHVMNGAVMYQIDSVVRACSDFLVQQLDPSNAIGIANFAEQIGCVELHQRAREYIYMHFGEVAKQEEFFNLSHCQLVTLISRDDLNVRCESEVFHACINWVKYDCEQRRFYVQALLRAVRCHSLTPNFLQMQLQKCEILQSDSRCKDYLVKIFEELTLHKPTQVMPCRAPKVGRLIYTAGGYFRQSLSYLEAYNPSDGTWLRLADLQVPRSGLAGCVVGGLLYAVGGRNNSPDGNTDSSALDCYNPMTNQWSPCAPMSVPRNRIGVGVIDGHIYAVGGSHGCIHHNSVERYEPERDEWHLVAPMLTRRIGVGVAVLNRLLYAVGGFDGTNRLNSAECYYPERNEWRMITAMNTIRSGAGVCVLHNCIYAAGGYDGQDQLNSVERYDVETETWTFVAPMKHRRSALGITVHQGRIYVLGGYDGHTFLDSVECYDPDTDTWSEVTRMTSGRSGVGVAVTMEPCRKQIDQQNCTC
SR-BI DiI-HDL act: activators of SR-BI mediated HDL lipid uptake. CHO ldlA[mSR-BI] cells, DiI-HDL uptake fluorescence, 3 h; 100 = double the neutral-control signal. activation, % at 12.5 µM. 0.096% of 320,000 active;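 active = mean replicate activation of at least 60% and every replicate at or above 60%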;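 note: 0% = median plate neutral-control signal and 100% = twice that signal; values of inactives mirror those of a sister screen read the other way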
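System: LDL receptor-deficient CHO ldlA cells overexpressing murine SR-BI | Timing: 3 h uptake period with compound, 37 °C | Medium: HEPES-buffered (25 mM, pH 7.4) F12 plus 0.5% BSA | Dosing: Single-point compound dose | Signal: Bottom-read fluorescence, 550/595 nm | Read-out: Retained DiI signal reflecting DiI-HDL uptake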
Rtt109 HAT inh: C. albicans Rtt109 histone acetyltransferase inhibition; purified Rtt109/Vps75, ThioGlo CoA-SH fluorescence, 4 h; inhibition, % at 34.9 µM; 0.16% of 330,000 active; AID 540336;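 active = inhibition of at least 50% in every replicate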
Target sequence (Q5AAJ8 whole entry, looked up): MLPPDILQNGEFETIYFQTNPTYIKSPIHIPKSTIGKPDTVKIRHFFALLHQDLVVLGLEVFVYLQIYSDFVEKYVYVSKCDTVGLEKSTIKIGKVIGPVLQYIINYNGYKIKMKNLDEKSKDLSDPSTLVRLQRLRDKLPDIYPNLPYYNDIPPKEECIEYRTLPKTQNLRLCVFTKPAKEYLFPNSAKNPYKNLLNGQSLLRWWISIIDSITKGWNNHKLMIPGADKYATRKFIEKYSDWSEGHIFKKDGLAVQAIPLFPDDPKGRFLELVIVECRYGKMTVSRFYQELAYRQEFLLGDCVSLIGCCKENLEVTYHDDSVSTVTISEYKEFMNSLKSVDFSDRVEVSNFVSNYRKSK
cardiac RTF act: increases calcium sensitivity of human cardiac regulated thin filaments | P19429+P45379 | IANBD-labeled TnC RTF fluorescence at EC20 calcium; 0% EC20 calcium, 100% full calcium | activation, % at 7.2 µM | 0.24% of 340,000 active | AID 493008;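 active = activation above the mean over all tested compounds plus 3 SD, cut at about 30% in these data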;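 note: rise in fluorescence read as greater calcium sensitivity of cardiac thin filaments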
PKA-R2B act: activators of human PKA-R2B complex; AID 504700; PKA-R2B holoenzyme dissociation, Cy5-IP20 fluorescence polarization; R2B truncated from residue 108, S112A mutant; 0% DMSO only, 100% 113 µM cGMP; 0.079% of 340,000 active; activation, % at 11.4 µM;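 active = activation above a cutoff set at the mean over all compounds plus 3 SD, cut at about 18% in these data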;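 note: higher means more holoenzyme dissociation and a rise in polarization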
DAGLB inh: blocks human DAGLB lipase activity; Q8NCG7; HEK293T DAGLB membrane lysate, EnzChek fluorogenic substrate; inhibition, % at 5.17 µM; 0.059% of 340,000 active; in the data active = inhibition above about 34%;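 note: 0% = enzyme with vehicle and 100% = wells lacking enzyme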
CAL PDZ FP-1: CAL PDZ (human) peptide binding inhibition. AID 602252. 0.92% of 300,000 active. inhibition, % at 24.9 µM. purified CAL PDZ, TMR-peptide fluorescence polarization, 1 h. Q9HD26;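 active = mean inhibition of at least 30% with at least half of replicates also reaching 30%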;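 note: 0% = DMSO neutral control and 100% = excess unlabeled competitor peptide PRC23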
CAL PDZ FP-2: blocks peptide binding to human CAL PDZ domain | inhibition, % at 20 µM | purified CAL PDZ, TMR-peptide fluorescence polarization, 1 h | AID 504414 | 0.02% of 330,000 active;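 active = highest replicate inhibition of at least 40%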;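 note: plate controls were DMSO neutral control wells for no effect and unlabeled competitor peptide control wells for full effect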
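Read-out basis: mP drop reported as inhibition | Assay system: Tagged CAL PDZ protein CerCALP, purified | Benchmarks: Unlabelled peptide for full inhibition, DMSO wells as neutral | Schedule: 1 h incubation at room temperature before polarization reading | Buffer or medium: Sodium phosphate/NaCl buffer pH 7.4 with TCEP, IgG, Thesit | Doses: Single point, 20 µM | Measured by: Fluorescence polarization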
An asterisk follows results filed as active; x = not tested or not shown.

structure	Cardiac RTF inh	SR-BI DiI-HDL act	DAGLB inh	Keap1 Nrf2 FP	cardiac RTF act	CAL PDZ FP-2	LANA DNA inh	CAL PDZ FP-1	PKA-R2B act	Rtt109 HAT inh
CC(C)NC(=O)c1ccc(COCC(F)(F)F)cc1	-4	10	0	1	0	0.1	0.6	-1	-5	3
C=CCOc1cccc(/C=C2\C(=O)N(Cc3ccc(C)cc3)C(C)=C2C(=O)OC)c1	-4	-14	-8	-5	0	-4.1	-1.2	5	1	-4
CCCCOC(=O)Nc1sc2c(c1C(=O)OC)CCC2	-9	-3	-3	-2	3	-2.7	1.6	-1	9	-8
C=C(C)C(=O)Nc1cccc(C2=NOC3(C2)C[C@H](C(N)=O)N(C(=O)c2ccccc2C(=O)c2ccccc2)C3)c1 (some centres undefined)	4	-25	-1	1	-2	0.5	15	-4	-8	7
CN(CCc1cnn(C)c1)Cc1cn(C)nc1-c1ccc2c(c1)OCCO2	-3	32	0	-6	-1	-1.2	0.9	-2	1	x
CCCCN(C(=O)CSCc1ccc(C)cc1)c1c(N)n(Cc2ccccc2)c(=O)[nH]c1=O	-3	-8	4	-3	-12	-0.6	-0.5	-3	-10	-4
CCc1cccc(C)c1NC(=O)COC(=O)Cc1ccsc1	-3	5	0	-2	3	-0.1	-0.7	6	1	0
O=C(CSc1nnnn1C1CCCCC1)NCc1cccc(C(=O)O)c1	0	5	0	1	2	x	0.7	-2	0	-17
CC1(C)Cc2cccc(OCC(=O)Nc3cccnc3Cl)c2O1	-15	2	-7	1	1	-1.5	-0.7	-2	-6	-7
COc1ccc(/C=N/NC(=O)c2cc(-c3ccccc3)nc3ccccc23)c(OC)c1	-1	-44	1	2	-1	0.7	-1.2	-7	-10	2
Cc1ccc(NC(=O)c2noc3c2CCc2ccccc2-3)cc1	3	-1	-20	-2	-1	-1.1	4.1	-2	3	-4
CCOC(=O)c1cnc(SC)nc1Oc1cccc(NC(=O)c2ccc(Cl)cc2)c1	8	-36	0	-2	-5	x	0.6	3	-12	-1
CC(C)(C)NC[C@H](O)COc1cccc2c1CCCC2=O	-10	-1	-2	-5	4	-0.6	0.6	4	-5	-2
COC(=O)C1=C(C)NC(=O)CC1c1cccc(Cl)c1Cl (centres undefined)	-10	4	0	-6	-3	-0.9	0.5	-9	9	4
COCCOC(=O)C1=C(C)NC(=O)NC1c1cc2c(cc1Br)OCO2 (centres undefined)	-11	14	2	3	-5	-0.5	-1.1	-1	2	-1
CCCCNC(=O)CSc1nc2cc(OC)c(OC)cc2c(=O)n1Cc1ccc(OC)cc1	0	29	-1	1	-3	0.0	-2.1	2	0	-16
COc1ccc(NC(C)=O)cc1NC(C)C(=O)Nc1cccc2ccccc12 (centres undefined)	10	-2	-1	-2	-3	-0.2	-1.2	-1	5	13
COc1ccc(C(c2c(C)[nH]n(C(N)=S)c2=O)C(C#N)C#N)cc1 (centres undefined)	-8	6	4	-1	7	-0.6	1.0	2	2	6
COc1ccc(N2CCN(C(=O)CN(c3cccc(Br)c3)S(C)(=O)=O)CC2)cc1	4	20	1	1	-1	-0.7	-1.6	-6	4	-8
O=C(CC(c1ccccc1)c1cc(Cl)ccc1O)NCCCN1CCOCC1 (centres undefined)	-7	-8	-2	-2	-4	-0.5	-0.2	-6	1	-1
C1=C(C(c2nnnn2C2CCCCC2)N2CCCCC2)COc2ccccc21 (centres undefined)	-7	-51	5	-8	-1	-0.6	-0.8	1	-12	0
Cc1c([N+](=O)[O-])cc(C(=O)Nc2ccc3ncccc3c2)cc1[N+](=O)[O-]	7	-46	-1	1	0	-0.1	-1.0	-1	0	5
COc1ccc(NC(=O)/C=N/O)cc1	1	-9	0	1	-1	-0.8	1.0	x	-7	17
COc1ccc(OC)c(S(=O)(=O)Nc2ccccc2O)c1	-8	-7	1	-2	-1	-1.5	0.3	-3	-8	1
O=C(Cc1ccccc1)c1ccccc1C(=O)N1CCCCC1	-2	6	-2	1	3	2.9	-1.5	5	-7	-13

Arranged by length of the SMILES (falling): 3 of the compounds above
structure	Cardiac RTF inh	SR-BI DiI-HDL act	DAGLB inh	Keap1 Nrf2 FP	cardiac RTF act	CAL PDZ FP-2	LANA DNA inh	CAL PDZ FP-1	PKA-R2B act	Rtt109 HAT inh
O=C(CSc1nnnn1C1CCCCC1)NCc1cccc(C(=O)O)c1	0	5	0	1	2	x	0.7	-2	0	-17
COc1ccc(OC)c(S(=O)(=O)Nc2ccccc2O)c1	-8	-7	1	-2	-1	-1.5	0.3	-3	-8	1
CCc1cccc(C)c1NC(=O)COC(=O)Cc1ccsc1	-3	5	0	-2	3	-0.1	-0.7	6	1	0

(further entries)
structure	Cardiac RTF inh	SR-BI DiI-HDL act	DAGLB inh	Keap1 Nrf2 FP	cardiac RTF act	CAL PDZ FP-2	LANA DNA inh	CAL PDZ FP-1	PKA-R2B act	Rtt109 HAT inh
Cc1ccc(C2C(=O)c3ccccc3C2=O)cc1	5	17	-4	1	-4	-1.1	1.1	x	7	0
CC(=O)c1ccc(NC(=O)C2CC2c2ccccc2)cc1 (centres undefined)	0	-15	0	2	4	-1.4	-3.9	-7	8	-7
O=C(c1cc(-c2ccccc2)nn1-c1ccccc1)N1CCN(S(=O)(=O)c2ccc(F)cc2)CC1	-2	20	0	3	-8	-2.5	-0.1	-3	-1	0
COc1ccc(S(=O)(=O)Nc2ccc3c(c2)n(C)c(=O)n3C)cc1C	5	x	1	0	-8	-0.5	-0.1	x	2	-10
CN(C)C=C1C(=O)c2ccccc2C1=O	-11	-9	1	0	2	0.0	-2.0	x	-3	7
Cc1ccc(Oc2nc3ccccn3c(=O)c2/C=C(\C#N)C(=O)Nc2c(C)n(C)n(-c3ccccc3)c2=O)c(C)c1	-16	-8	1	-1	2	-1.5	1.0	-2	-1	29
O=C(NCC(=O)N1CCCCCC1)c1ccc(Br)cc1	1	-5	-1	2	-5	-0.1	0.1	-4	-4	6
COc1ccc(C=NNC(=O)c2cc(C)oc2C)cc1O	3	-1	0	-4	-1	-2.0	-3.1	-3	-3	-4
Nc1c(C(=O)NCc2ccco2)nnn1CC(=O)Nc1ccccc1	-14	17	1	-6	0	-0.8	1.5	-5	10	-4
Cc1ccc(/C=C/c2nnc(-c3cccs3)o2)cc1	1	26	-16	4	12	-2.0	0.4	-3	2	x
O=C(/C=C/c1ccco1)Nc1ccccc1C(=O)Nc1cccc(C(=O)O)c1	9	24	4	-4	1	-1.0	4.7	-6	-11	-9
Cc1nonc1C1CCCN1C(=O)c1cc(COc2ccc(F)cc2F)on1 (centres undefined)	0	-41	0	0	4	-0.1	-1.7	-2	3	3
COc1ccccc1NC(=O)Cc1noc(CSc2nnc(C(F)(F)F)n2C)n1	-4	9	0	-1	-3	-17	-0.6	3	-7	-4
O=C(O)c1nccnc1C(=O)NCc1csc2ccc(Cl)cc12	x	8	x	-5	x	-0.4	1.0	-1	x	1
CCOC(=O)CNC(=O)CCNS(=O)(=O)c1ccc2c(c1)c(=O)n(C)c(=O)n2C	2	9	-1	0	1	-1.7	-0.1	0	-2	x
COc1ccccc1/C=C1\SC(=S)N(CCC(=O)NNC(=O)c2ccccc2OC)C1=O	-1	x	0	-1	0	-0.5	0.2	x	1	3
COc1ccc(Nc2cc(Nc3cc(OC)c(OC)c(OC)c3)ncn2)cc1	-5	-14	1	-6	-4	1.1	1.8	-2	10	-1
CC(C)c1cc(CN2CCN(CCC#N)CC2)cc(C(C)C)c1O	-8	1	0	0	0	0.3	-0.6	x	-12	0
CC(C)(C)OC(=O)N1CCC(c2cc(-c3cccs3)n[nH]2)CC1	7	18	-1	-8	3	0.1	0.3	-7	-6	10
CCNC(=S)NNC(=O)c1csc(CC)c1	15	6	-8	-5	-6	-3.1	1.5	-2	8	-3
COc1cc(OC)c(S(=O)(=O)Nc2ccc(C(=O)O)cc2)cc1S(=O)(=O)Nc1ccc(C(=O)O)cc1	-13	x	-2	9	-1	-1.8	0.9	6	2	7
CC1CCN(c2c(NCC3CCC(C(=O)NCCC4=CCCCC4)CC3)c(=O)c2=O)CC1 (centres undefined)	0	x	2	2	-1	-2.4	-0.3	2	-11	x
CC(C)(C)OC(=O)CNC(=O)c1nc[nH]c1C(=O)N1CCc2ccccc2C1	-4	8	-2	2	-4	0.2	-1.0	-1	-23	4
CC(C)Oc1cccc(C(=O)NC2=NCCS2)c1	-3	2	-4	-5	-3	13	-0.4	1	-13	-4
CN(C)CCCNc1ncc(C(F)(F)F)cc1Cl	9	9	0	6	-2	-0.6	0.6	-2	12	-5

Next part, starting with the last four of the part before.
structure	Cardiac RTF inh	SR-BI DiI-HDL act	DAGLB inh	Keap1 Nrf2 FP	cardiac RTF act	CAL PDZ FP-2	LANA DNA inh	CAL PDZ FP-1	PKA-R2B act	Rtt109 HAT inh
CC1CCN(c2c(NCC3CCC(C(=O)NCCC4=CCCCC4)CC3)c(=O)c2=O)CC1 (centres undefined)	0	x	2	2	-1	-2.4	-0.3	2	-11	x
CC(C)(C)OC(=O)CNC(=O)c1nc[nH]c1C(=O)N1CCc2ccccc2C1	-4	8	-2	2	-4	0.2	-1.0	-1	-23	4
CC(C)Oc1cccc(C(=O)NC2=NCCS2)c1	-3	2	-4	-5	-3	13	-0.4	1	-13	-4
CN(C)CCCNc1ncc(C(F)(F)F)cc1Cl	9	9	0	6	-2	-0.6	0.6	-2	12	-5
CC(SC(=S)N(C)Cc1cccs1)C(=O)O (centres undefined)	4	10	0	-4	-3	-0.9	0.0	4	-11	-7
CNS(=O)(=O)c1ccc(N2CCCC2)c([N+](=O)[O-])c1	-5	x	2	-1	-3	-2.9	-1.6	-4	-2	2
CCOc1ccc(NS(=O)(=O)c2ccc(NS(=O)(=O)c3ccc(SC)cc3)cc2)cc1	-7	20	1	-1	-1	-2.4	2.1	2	-3	10
CCOc1ccc(CCNC(=O)CN2C(=O)NC3(CCCCCC3)C2=O)cc1OCC	-2	-16	-1	1	-7	0.5	-0.1	x	-16	1
CC(=O)c1cccc(NS(=O)(=O)c2ccc(-c3cnc(C4CC4)o3)cc2)c1	2	22	-2	-7	0	-1.2	0.6	4	0	8
